Screens deposited in PubChem BioAssay by several laboratories.
HPDE-C7 viability: cytotoxicity in HPDE-C7 cells, cell-based, fluorescence, HTS (AID 430). HPDE-C7 pancreatic duct cells viability, fluorescence; higher % means a stronger effect. 63,000 tested, 1.8% active. one-dose cytotoxicity, % at 10 µM; EC50 in µM for titrated hits;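 further: cells exposed to compound for 48 hours before viability readout; 0% = vehicle and 100% = reference cytotoxic drug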
Spn MK inh: inhibitors of Streptococcus pneumoniae mevalonate kinase; purified MK, PK/LDH-coupled NADH absorbance 340 nm; 65,000 tested, 0.48% active; AID 555; inhibition, % at 10 µM;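 active means ranked among the strongest by inhibition in the single 10 µM screen, a fixed top-ranked set picked for dose follow-up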; further: no value below 0 was filed
TNAP inhibition: inhibition of tissue-nonspecific alkaline phosphatase – biochemical, luminescent (AID 518) | 64,000 tested, 0.09% active | one-dose inhibition, % at 20 µM; IC50 in µM for titrated hits | purified TNAP enzyme, luminescent substrate readout; higher % means a stronger effect; in the data active means a potency from the dose series; inactive means the rest, 99 in 100 with inhibition below about 22%;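 further: plate controls were vehicle for no effect and reference inhibitor for full effect; many of its hits are not listed in these tables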
LYP phosphatase: LYP phosphatase inhibitors, primary screen, biochemical, DiFMUP fluorescence, recombinant catalytic domain, 10 µM (AID 606). recombinant LYP catalytic domain, DiFMUP fluorescence; higher % means a stronger effect. inhibition, % at 10 µM; hits with a dose series show IC50 in µM. 52,000 tested, under 10 active;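 active means IC50 under 40 µM in the dose-response test; inactive means IC50 of 40 µM or more, or never dose-tested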
PMK inhibit: inhibitors of Streptococcus pneumoniae phosphomevalonate kinase; 65,000 tested, 0.49% active; purified PMK, PK/LDH-coupled NADH absorbance 340 nm; inhibition, % at 10 µM;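 active means top-ranked compounds by inhibition in the single 10 µM screen, taking a fixed number of the strongest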;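 further: 0% = full reaction with DMSO carrier and 100% = background rate without enzyme reaction; no value below 0 was filed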
Bfl-1 displacement: Bfl-1 inhibitors, primary screen, biochemical, fluorescence polarization, FITC-Bid, mouse (AID 432). 64,000 tested, 0.02% active. displacement, % at 20 µM; hits with a dose series show IC50 in µM. FITC-Bid BH3 peptide fluorescence polarization displacement; higher % means a stronger effect; in the data active means a potency from the dose series; inactive means the rest, 99 in 100 with displacement below about 15%; further: strong numbers were not always called active
KRASV12 cytotoxicity: viability loss of HPDE-C7K cells – cell-based, fluorescence, HTS, primary screen (AID 431); 63,000 tested, 1.7% active; one-dose cytotoxicity, % at 10 µM; EC50 in µM for titrated hits; HPDE-C7K KRASV12 cells, Alamar Blue viability, 48 h; higher % means a stronger effect;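 active means compounds whose percent cytotoxicity in the single-dose primary screen, scaled between solvent and toxic-drug controls, exceeds 50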;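 further: 0% = DMSO solvent wells and 100% = doxorubicin-treated wells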
DPM-DC inhibit: blocks S. pneumoniae diphosphomevalonate decarboxylase; calls only at 10 µM; 65,000 tested, 0.49% active; purified DPM-DC, PK/LDH coupled NADH fluorescence;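 active means the 320 compounds with the highest percent inhibition in the single-dose primary screen, excluding strongly autofluorescent ones, cut at about 32% in these data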;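 further: kinetic rate of NADH fluorescence loss reporting ADP formed by the decarboxylase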
HT1080 cytotoxicity: cytotoxicity in HT1080 fibrosarcoma cells, cell-based, fluorescence readout (AID 620); HT1080 viability, fluorescence; higher % means a stronger effect; one-dose cytotoxicity, % at 10 µM; EC50 in µM for titrated hits; 87,000 tested, 0.42% active;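 further: cells exposed to compound overnight then 4 h with Alamar Blue; 0% = vehicle DMSO and 100% = killing control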
PMK inhibit pilot replicates: recorded beside PMK inhibit, whose call it bears; inhibition, %; measured here: pilot screen replicates
Spn MK inh pilot replicates: further read-out of Spn MK inh, marked with its call; inhibition, %; measured here: pilot screen replicates
DPM-DC inhibit pilot screen %: further read-out of DPM-DC inhibit, marked with its call; inhibition, %; measured here: pilot screen trials
Active calls of the source: *; i = inactive; . = not tested or not shown; + = active, no number. Unless noted, no stated cut-off is given here; in the data, active means cytotoxicity above about 50%; inactive means the rest.

SMILES	HPDE-C7 viability	Spn MK inh	TNAP inhibition	LYP phosphatase	PMK inhibit	Bfl-1 displacement	KRASV12 cytotoxicity	DPM-DC inhibit	HT1080 cytotoxicity	others
O=C(Nc1cnn(Cc2ccc(Cl)cc2Cl)c1)c1cc(-c2cccs2)on1	34%	5	10%	12%	16	-2%	27%	i	8%
CC(=O)c1ccc(N2CCN(CCC#N)CC2)c(F)c1	-1%	1	3%	1%	0	-4%	-2%	i	-7%
C=CCOc1ccccc1CNCc1cccnc1	0%	0	8%	7%	14	-5%	-5%	i	1%
CN(c1ccccc1)S(=O)(=O)c1cccc(C(=O)N2CCN(c3ccccn3)CC2)c1	-11%	10	0%	.	0	-7%	-6%	i	-4%
Nc1nc(-c2ccco2)nc(N2CCCCC2)n1	.	1	1%	4%	11	-5%	.	i	30%
Cc1cc(C(C)(C)C)cc(C)c1COC(=O)C1CCC(=O)N1 (stereo unspecified)	2%	3	3%	9%	1	-6%	-1%	i	-11%
O=C(NCCN1CCC(Cc2ccccc2)CC1)C1CCCN(S(=O)(=O)c2cnc[nH]2)C1 (stereo unspecified)	-20%	9	2%	-18%	0	-2%	-3%	i	0%
CC1Cc2ccccc2N1C(=O)CCNS(=O)(=O)c1cccc2nsnc12 (stereo unspecified)	-27%	6	7%	8%	6	-3%	-20%	i	16%
CCC(C)NC(=O)C(Cc1ccccc1)n1cccc1 (stereo unspecified)	-8%	3	3%	-17%	3	0%	-2%	i	0%
CS(=O)(=O)N1CCN(C2CCN(Cc3ccccc3)CC2)CC1	2%	7	-9%	14%	5	1%	9%	i	-8%
CCOC(=O)Nc1cccc(Nc2ccccc2)c1	5%	0	19%	16%	0	0%	2%	i	-3%
CCCn1c(SCc2ccc(Cl)cc2)nc2c1c(=O)[nH]c(=O)n2C	-4%	3	8%	.	16	-3%	3%	i	15%
OC(CNCC1CCCO1)Cn1c2ccccc2c2ccccc21 (stereo unspecified)	7%	9	8%	19%	6	1%	31%	i	11%
COc1ccc(OC)c(C(O)c2nc3ccccc3n2C(C)C)c1 (stereo unspecified)	0%	5	8%	2%	4	-3%	4%	i	0%
COc1cc(C)nc(N(Cc2ccccc2)S(=O)(=O)c2ccccc2)n1	24%	12	-2%	5%	1	10%	23%	i	-10%
O=C1CC(N(O)c2ccccc2)C(=O)N1Cc1ccccc1 (stereo unspecified)	4%	12	20%	.	13	-5%	3%	i	16%
Cn1nc(C(=O)NCc2ccc(F)cc2)c2ccccc2c1=O	-10%	3	10%	6%	4	5%	-9%	i	9%
N#CC1=C(N)n2c(s/c(=C\c3ccco3)c2=O)=C(C#N)C1c1ccco1 (stereo unspecified)	12%	11	17%	9%	3	9%	6%	i	-8%	PMK inhibit pilot replicates=0.0;Spn MK inh pilot replicates=2.0;DPM-DC inhibit pilot screen %=0.0
COC(=O)C1=C(C)NC(=O)NC1c1ccc(OCC(=O)N2CCCCC2)cc1 (stereo unspecified)	-9%	1	8%	.	14	-2%	-7%	i	3%
CCOCCCNC(=O)c1cc2c(=O)n3cccc(C)c3nc2n1C	42%	0	-3%	.	2	-6%	26%	.	44%
CC(=O)C1C(c2cn(-c3ccccc3)nc2-c2cccs2)NC(=O)NC1(O)C(F)(F)F (stereo unspecified)	22%	0	11%	-26%	17	-7%	17%	i	-14%
O=C(Nc1ccc(Cl)c(Cl)c1)OCc1cccnc1	7%	8	12%	17%	15	18%	10%	i	4%
COc1cccc(NC(=O)C2CCCN2C(=O)Nc2ccccc2F)c1 (stereo unspecified)	6%	3	5%	11%	12	-2%	16%	i	11%
O=C(Nc1ccccc1C(=O)N1CCCC1)c1cccc(S(=O)(=O)N2CCCCC2)c1	1%	6	8%	2%	13	-1%	-1%	i	8%
O=C(Cc1coc(-c2ccc(F)cc2)n1)NCc1ccccc1	-22%	0	5%	13%	23	-10%	-15%	i	-2%
Continued.
SMILES	HPDE-C7 viability	Spn MK inh	TNAP inhibition	LYP phosphatase	PMK inhibit	Bfl-1 displacement	KRASV12 cytotoxicity	DPM-DC inhibit	HT1080 cytotoxicity	others
COc1ccccc1N1CCN(C(=O)c2oc3ccccc3c2C)CC1	3%	1	0%	4%	14	3%	3%	i	-4%
COc1cc(-c2noc(CCCC(=O)NCc3ccco3)n2)cc(OC)c1OC	-1%	3	7%	6%	11	-1%	1%	i	-3%
COc1ccc2c(c1)sc1nc(-c3ccccc3)cn12	53%*	9	23%	.	16	2%	53%*	i	76%*
CC(=O)c1ccc(OCC(O)CN2CCN(Cc3ccc4c(c3)OCO4)CC2)cc1 (stereo unspecified)	-2%	4	12%	1%	10	-3%	6%	i	-5%	PMK inhibit pilot replicates=4.0;Spn MK inh pilot replicates=0.0;DPM-DC inhibit pilot screen %=0.0
CC(C)(C)NC(=O)CSc1n[nH]c(=O)n1-c1ccccc1	-5%	8	18%	16%	10	-3%	1%	i	-2%
Cc1ccc2nc(Nc3nc(C)cc(C(F)(F)F)n3)nc(C)c2c1	-14%	4	4%	.	10	-11%	-19%	i	-8%
CC(=O)c1ccc(N2C(=NC(=O)C(C)C)SC3CS(=O)(=O)CC32)cc1 (stereo unspecified)	-6%	0	0%	.	1	0%	-5%	i	6%
COc1ccccc1NC(=O)c1ccc(C)s1	11%	7	-2%	14%	0	-5%	5%	i	3%
Cn1cc(Cl)c(-c2nc3ccccc3[nH]2)n1	-4%	9	9%	-15%	0	0%	1%	i	-3%
COc1cccc(-c2ccc(=O)n(CC(=O)Nc3cc4c(cc3NC(C)=O)OCCO4)n2)c1	7%	7	9%	0%	14	4%	2%	i	-6%
CCC(=O)N1c2ccccc2-c2nnc(SC)nc2OC1c1ccc(N(C)C)cc1 (stereo unspecified)	4%	5	7%	8%	14	-6%	-4%	i	1%
O=C(Nc1ccc(F)cc1)C1CCN(c2nnnn2-c2ccccc2)CC1	1%	12	11%	.	0	0%	4%	i	2%
CCc1ccc(N2CC(C(=O)Nc3cc(C)ccc3F)CC2=O)cc1 (stereo unspecified)	4%	5	7%	15%	8	-2%	0%	i	5%
COC(=O)C1CCN(C(=O)CCCOc2ccccc2)CC1	-14%	6	0%	10%	1	-2%	-4%	i	5%
Cn1cccc1C(=O)OCC(=O)Nc1cc(C(C)(C)C)nn1-c1ccccc1	-20%	0	-2%	.	15	3%	-10%	i	-9%
Cc1c([C@H]2[C@@H](CC#N)C2(C)C)c2ccccc2n1C	-8%	8	-1%	.	2	-3%	-12%	i	-9%
Oc1ccc(C=NCC2COc3ccccc3O2)cc1 (stereo unspecified)	-6%	7	10%	-6%	0	-3%	0%	i	.
Cn1cccc1Cc1nnc(SCC(=O)Nc2cccc(Cl)c2)n1-c1ccc(F)cc1	-4%	8	7%	9%	3	-5%	-5%	i	-1%
O=C(O)c1cc2c([nH]c1=O)CCCC2	9%	6	12%	-2%	11	2%	23%	.	-10%	PMK inhibit pilot replicates=2.0;Spn MK inh pilot replicates=3.0
COC(=O)c1c(NC(=O)c2ccco2)sc(C)c1C	-1%	1	15%	5%	0	-7%	-1%	.	6%
Cc1cccc2cc(CN(Cc3cccs3)C(c3nnnn3C3CCCC3)C(C)C)c(=O)[nH]c12 (stereo unspecified)	6%	7	4%	1%	0	1%	4%	i	-4%
CCN(Cc1cc2cccc(C)c2[nH]c1=O)C(=O)c1ccccc1OC	-1%	8	12%	8%	13	-10%	5%	i	-3%
O=c1cc(N2CCN(Cc3ccccc3)CC2)[nH]c(=O)n1-c1cccc(C(F)(F)F)c1	.	10	.	10%	8	.	.	i	13%
COCCCN1C(=O)C(O)=C(C(C)=O)C1c1cccc(F)c1 (stereo unspecified)	-21%	9	0%	5%	4	-8%	-30%	i	-18%
COc1ccc(NC(=O)N(C2CCCCC2)C2CCN(C(C)C)CC2)c(OC)c1	7%	8	10%	7%	12	-4%	15%	i	-7%	PMK inhibit pilot replicates=0.0;Spn MK inh pilot replicates=1.5;DPM-DC inhibit pilot screen %=0.0
Continued.
SMILES	HPDE-C7 viability	Spn MK inh	TNAP inhibition	LYP phosphatase	PMK inhibit	Bfl-1 displacement	KRASV12 cytotoxicity	DPM-DC inhibit	HT1080 cytotoxicity	others
CCOC(=O)c1cc2occc2n1CC(=O)Nc1ccc(OC)cc1OC	1%	5	3%	3%	11	5%	-2%	i	27%
Fc1ccccc1OCCSc1nc2ccccc2o1	-8%	5	2%	9%	7	4%	-9%	i	4%
CCOC(=O)N1CCC(n2c(SCC(=O)Nc3ccccc3OC)nc3ccccc3c2=O)CC1	13%	8	-3%	3%	6	0%	7%	i	-4%
CCC1Oc2ccccc2N(CC(=O)Nc2ccc3c(c2)OCCO3)C1=O (stereo unspecified)	3%	10	10%	-3%	17	-3%	-5%	i	5%
CCOc1ccc(-n2c(SCC(N)=O)nc3c([nH]c4ccccc43)c2=O)cc1	11%	8	8%	11%	7	-2%	-7%	i	-11%
COc1ccc2c(c1)CCc1c(C(=O)NCc3cccnc3)noc1-2	1%	0	12%	.	9	-6%	10%	i	-2%	PMK inhibit pilot replicates=3.5;Spn MK inh pilot replicates=2.0;DPM-DC inhibit pilot screen %=0.5
CN(C)c1ccc(C2C3=C(CCCC3=O)OC3=C2C(=O)CCC3)cc1	4%	4	12%	2%	5	-3%	2%	i	-4%	PMK inhibit pilot replicates=0.0;Spn MK inh pilot replicates=0.0;DPM-DC inhibit pilot screen %=0.0
CCOC(=O)CCNC(=O)Nc1ccc2nc(C)n(Cc3ccccc3Cl)c(=O)c2c1	4%	8	4%	5%	14	0%	-3%	i	-8%	PMK inhibit pilot replicates=0.0;Spn MK inh pilot replicates=0.0;DPM-DC inhibit pilot screen %=1.0
Cn1ncc(Cl)c1C(=O)N1CCc2ccccc21	-6%	8	7%	.	5	3%	-9%	i	10%
Nc1ccc(-n2ccnc2)cc1	-4%	6	6%	11%	15	-2%	-6%	i	1%
COc1ccccc1NCCC(=O)OCC(=O)Nc1ccc(Cl)cn1	10%	7	0%	0%	9	-3%	0%	i	-4%
O=c1[nH]c(-c2ccncc2)nc2ccccc12	0%	21	-6%	.	18	-5%	-6%	+	10%

Some of these compounds in order of formula weight, largest number first.
SMILES	HPDE-C7 viability	Spn MK inh	TNAP inhibition	LYP phosphatase	PMK inhibit	Bfl-1 displacement	KRASV12 cytotoxicity	DPM-DC inhibit	HT1080 cytotoxicity	others
CCOC(=O)CCNC(=O)Nc1ccc2nc(C)n(Cc3ccccc3Cl)c(=O)c2c1	4%	8	4%	5%	14	0%	-3%	i	-8%	PMK inhibit pilot replicates=0.0;Spn MK inh pilot replicates=0.0;DPM-DC inhibit pilot screen %=1.0
CCOC(=O)c1cc2occc2n1CC(=O)Nc1ccc(OC)cc1OC	1%	5	3%	3%	11	5%	-2%	i	27%
CN(C)c1ccc(C2C3=C(CCCC3=O)OC3=C2C(=O)CCC3)cc1	4%	4	12%	2%	5	-3%	2%	i	-4%	PMK inhibit pilot replicates=0.0;Spn MK inh pilot replicates=0.0;DPM-DC inhibit pilot screen %=0.0
Cn1ncc(Cl)c1C(=O)N1CCc2ccccc21	-6%	8	7%	.	5	3%	-9%	i	10%
O=c1[nH]c(-c2ccncc2)nc2ccccc12	0%	21	-6%	.	18	-5%	-6%	+	10%
Nc1ccc(-n2ccnc2)cc1	-4%	6	6%	11%	15	-2%	-6%	i	1%
